Tb MetRS inh = blocks T. brucei methionyl-tRNA synthetase activity. purified T. brucei MetRS, ATP depletion, Kinase-Glo luminescence. inhibition, % at 11.9 µM. 360,000 tested, 0.4% active. AID 624268;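 active = inhibition above a per-plate cutoff of the control wells' mean inhibition plus 3 SD, cut at about 5.5% in these data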;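 also: 0% = DMSO wells median and 100% = median of wells with control inhibitor compound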
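Test system – parasite MetRS enzyme · Reagent – substrates ATP, L-methionine and bulk Escherichia coli tRNA · Doses – 11.9 µM compound single dose, 0.9% DMSO · Times – 15 min enzyme-compound preincubation, 2 h reaction, 10 min detection, 25 °C · Signal – Kinase-Glo luminescence, ATP depletion format · Controls – DMSO-only wells as low control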
MsrA inhibitor = inhibits bovine methionine sulfoxide reductase A | purified bovine MsrA, absorbance read-out | inhibition, % at 15.5 µM | 360,000 tested, 0.75% active; in the data active = inhibition above about 4.5%;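 also: 0% = vehicle wells with enzyme and 100% = reference inhibitor wells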
MLLE-PAM2 inh = blocks PAM2 peptide binding to the PABP1 MLLE domain. 360,000 tested, 0.36% active. P11940. inhibition, % at 20 µM. GST-MLLE / FITC-PAM2 fluorescence polarization. AID 588489; in the data active = inhibition above about 35%, passing the limit was not always enough;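 also: plate controls were DMSO wells with GST-MLLE for no effect and wells lacking GST-MLLE protein for full effect; some results filed as inactive read as strong as hits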
Target sequence (P11940 whole entry, looked up, the tested form may be a part): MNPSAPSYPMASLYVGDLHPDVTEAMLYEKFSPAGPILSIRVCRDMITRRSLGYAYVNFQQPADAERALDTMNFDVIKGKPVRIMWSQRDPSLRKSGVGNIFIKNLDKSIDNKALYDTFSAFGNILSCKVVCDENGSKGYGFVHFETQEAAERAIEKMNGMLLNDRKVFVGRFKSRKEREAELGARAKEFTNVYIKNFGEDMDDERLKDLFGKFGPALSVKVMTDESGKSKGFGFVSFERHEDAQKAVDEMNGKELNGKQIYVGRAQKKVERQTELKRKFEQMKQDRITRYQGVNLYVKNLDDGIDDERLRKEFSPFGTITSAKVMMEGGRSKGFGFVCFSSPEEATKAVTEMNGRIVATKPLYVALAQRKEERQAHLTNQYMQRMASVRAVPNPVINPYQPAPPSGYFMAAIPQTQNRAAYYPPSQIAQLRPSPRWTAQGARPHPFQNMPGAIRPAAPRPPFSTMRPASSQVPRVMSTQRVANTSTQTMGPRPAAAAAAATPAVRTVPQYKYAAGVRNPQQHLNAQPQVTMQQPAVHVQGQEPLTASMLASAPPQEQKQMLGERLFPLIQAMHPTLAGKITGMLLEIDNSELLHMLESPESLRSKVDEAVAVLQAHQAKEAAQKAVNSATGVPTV
SKN-1 inh = blocks SKN-1 activity in C. elegans; C. elegans VP596 Pgst-4::GFP/RFP ratio, acrylamide-induced, 24 h; inhibition, % at 21.8 µM; 360,000 tested, 0.49% active; AID 624304;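 active = interference check ratio from 0.5 to 1.5 plus GFP to RFP signal ratio inhibition reaching or exceeding a fixed threshold, cut at about 30% in these data, passing the limit was not always enough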; also: some compounds called inactive have numbers as strong as hits
MT1-MMP act inh = blocks activation of human MT1-MMP; HT1080 RFP-PRO-GFP cells, GFP/RFP ratio fluorescence, overnight; percent of plate control window, DMSO zero; GFP/RFP ratio change, % at 20 µM; 360,000 tested, 0.061% active;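 active = GFP/RFP ratio change of at least 30% with cell ATP level not reduced by more than half and red fluorescence within 50% of control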; also: strong numbers were not always called active
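Assay system: HT1080 RFP-PRO-GFP cells | Dosing: 20 µM single dose, 1% DMSO | Incubation: Cells overnight before dosing, compound overnight, 37 °C, 5% CO2 | Evaluation: GFP/RFP fluorescence ratio | Control set: DMSO-only wells and HT1080 RFP-L50D-GFP cell wells as references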
FAS-TE inh = blocks the thioesterase domain of human fatty acid synthase; inhibition, % at 15 µM; AID 602261; P49327; 360,000 tested, 0.67% active; recombinant FAS-TE, OMFH fluorogenic substrate, fluorescence endpoint;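 active = compounds whose normalised, plate-corrected inhibition of enzyme fluorescence in the single-dose primary screen is 50% or more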;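 also: 0% = DMSO with enzyme and 100% = substrate without enzyme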
E coli Lon inh = E. coli protease La inhibition; 360,000 tested, 0.42% active; inhibition, % at 7.94 µM; purified E. coli Lon protease, fluorescence polarization; in the data active = inhibition above about 13%, passing the limit was not always enough;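 also: 0% = enzyme with probe and DMSO and 100% = no enzyme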
CendR NRP1 mod = alters CendR peptide binding to human NRP-1 | FAM-RPARPAR peptide binding to NRP-1, fluorescence polarization | inhibition, % at 25 µM | O14786 | AID 602438 | 360,000 tested, 0.85% active;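 active = inhibition or corrected inhibition above about 18%, plus a signal ratio from 0.5 to 1.5, limit read from the data, passing the limit was not always enough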; also: strong numbers were not always called active
bovine MsrA act = activates bovine MsrA enzyme. activation, % at 10.6 µM. AID 602163. purified bovine MsrA, absorbance read-out. 360,000 tested, 0.3% active; in the data active = activation above about 7.5%;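 also: 0% = vehicle and 100% = reference activator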
* = called active by the depositor; nt = not tested or not shown.

SMILES	Tb MetRS inh	MsrA inhibitor	MLLE-PAM2 inh	SKN-1 inh	MT1-MMP act inh	FAS-TE inh	E coli Lon inh	CendR NRP1 mod	bovine MsrA act
CCC(=O)N1CCc2cc(S(=O)(=O)NCCC(=O)N3CCN(c4ccccc4)CC3)ccc21	0.9	0.1	4	-2	1	2	-15	-11	-1
CCn1c(SC/C=C/c2ccccc2)nnc1-c1cccs1	0.0	0.4	-14	-4	0	7	-7	-3	-1
CCOc1ccc(NC(=O)CCS(=O)(=O)c2ccc(C)cc2)cc1	-0.1	-0.5	16	-5	-2	-2	7	-8	0
CCN(c1ccc(OC)cc1)S(=O)(=O)c1nnc(NC(=O)c2ccco2)s1	0.3	4.6*	2	16	0	-1	-8	-11	1
CC(C1CC1)N(C(=O)NC1CCS(=O)(=O)C1)c1ccccc1 (stereo not drawn)	-0.1	-0.5	0	7	0	-8	-3	1	-3
COc1cccc(NC(=O)Cc2ccc(C)cc2)c1	-0.6	-0.7	8	-11	2	0	6	-2	-1
CCOC(=O)CN1C(=O)SC(CC(=O)Nc2nccs2)C1=O (stereo not drawn)	-0.6	-0.4	5	15	2	-3	7	16	0
CCOC(=O)C1C(=O)NC(N2CCN(c3ccccc3)CC2)=NC1c1ccco1 (stereo not drawn)	-0.1	-1.3	6	4	-1	-10	0	8	-3
Cc1ccc(NC(=O)c2ccc(NS(=O)(=O)c3cccc4cccnc34)cc2)cc1	-0.2	nt	5	4	1	14	0	13	-3
COc1ccc(-c2cc(C(=O)Nc3ccc(S(N)(=O)=O)cc3)c3ccccc3n2)cc1OC	-1.9	1.6	4	-2	-1	-4	3	4	-12
CN1CCN(C(=O)/C=C/c2ccc3c(c2)OCO3)CC1	0.0	2.1	-10	6	9	-16	-7	-1	-2
C1=C[C@H]2CC[C@@H]1N(c1ccccc1)O2	-0.4	-1.5	13	8	5	-4	-17	-2	2
CCN(CC)CCNC(C(=O)Nc1ccc([N+](=O)[O-])cc1Br)c1ccccc1 (stereo not drawn)	0.6	0.8	0	7	4	7	-13	-3	-3
CCSc1nnc(NC(=O)CSC2=NN3CCCC(=O)N=C3S2)s1	-0.5	0.8	-5	6	4	1	1	0	-4
CC[N+](CC)(CC)CC(=O)Nc1ccc(SC(F)F)cc1	-0.5	-1.4	-87	1	-2	1	-12	15	-9
O=C(C1CCC(CNS(=O)(=O)c2ccc(F)cc2)CC1)N1CCOCC1 (stereo not drawn)	-0.1	-0.7	6	7	2	-6	-2	-4	-3
CC1CC(=O)N(c2ccc(Br)cc2)C(=O)C1	-0.5	0.8	-14	-4	0	-3	6	6	-8
COc1nnc(-c2ccc(N3CCOCC3)c(NC(=O)c3ccc(C)cc3)c2)c2ccccc12	0.0	-1.4	-5	8	-1	10	-1	1	-3
COc1ccc(CCNC(=O)CSc2ccc(-c3ccco3)nn2)cc1	-0.3	0.5	13	2	-5	0	8	9	-4
N#C/C(C(=O)c1ccccc1)=C1/CCCN1	-0.8	0.2	6	-26	9	-6	-11	12	-3
O=S(=O)(c1cccc(Cl)c1Cl)N1CCN(C(=S)NCCCN2CCOCC2)CC1	-0.2	-0.3	-104	-6	-2	4	-2	-3	-2
Cc1ccc(S(=O)(=O)N2CCN(C(=O)COC(=O)CC(C)c3ccccc3)CC2)c(C)c1 (stereo not drawn)	0.2	-0.5	-8	8	1	25	-11	2	-1
CC1SC(c2cccc(Cl)c2)NC1=O (stereo not drawn)	-0.5	0.5	28	25	-2	-21	-6	0	2
OCCC1CN(Cc2ccc3nsnc3c2)CCN1CCc1ccccc1 (stereo not drawn)	1.0	-0.7	-6	-3	3	-10	4	3	-7
Cc1sc2nc(CSCC(=O)NC(C)(C)C)[nH]c(=O)c2c1C	-0.8	0.9	-36	-2	-9	-11	-9	-31	-8

Other results
SMILES	Tb MetRS inh	MsrA inhibitor	MLLE-PAM2 inh	SKN-1 inh	MT1-MMP act inh	FAS-TE inh	E coli Lon inh	CendR NRP1 mod	bovine MsrA act
Cn1nc(-c2ccc(OCC(=O)Nc3cccnc3)cc2)c2ccccc2c1=O	0.7	0.5	-7	10	9	-4	6	5	1
CC(C)CC(=O)NC(NC(=S)Nc1cccc2cccnc12)C(Cl)(Cl)Cl (stereo not drawn)	-0.3	0.4	14	12	-1	11	-4	-6	1
C=CCN(CC=C)C(=S)Nc1ccccc1	0.0	0.0	-49	5	1	-9	-4	7	-2
O=C(N/N=C/c1ccccc1O)c1ccncc1	-0.3	1.2	-14	-8	-2	1	-4	-6	-3
COc1ccc(NC(=O)C2CCN(C(=O)NCc3ccccc3)CC2)cc1	0.1	0.2	5	1	-1	-8	-5	-2	-10
Cc1c(C(=O)N2CCN(c3ncccn3)CC2)sc2nc3n(c(=O)c12)CCCC3	-0.4	-0.3	-1	-18	3	-3	-8	0	0
Cn1c(=O)c([N+](=O)[O-])c(-n2ccnc2)c2ccccc21	0.2	2.9	19	-2	5	25	-1	-3	-5
Cn1c(SCc2cccnc2)nnc1-c1c[nH]c2ccccc12	1.7	0.2	-22	3	2	-3	-11	17	-2
CC(CC(=O)O)Nc1ccccc1O (stereo not drawn)	0.0	0.9	-1	5	3	-6	-3	10	-4
CC(C)(C)c1cc(NC(=O)C2(C)CCN2C(=O)C2(c3ccccc3)CCCC2)no1 (stereo not drawn)	-0.3	-0.5	12	4	-22	22	7	-2	-2
Cc1ccc(S(=O)(=O)NC(=O)NC(=O)N(C)S(=O)(=O)c2ccc(C)cc2)cc1	-0.8	-1.0	4	-2	4	-15	-5	-2	-10
COc1cccc2cc(C(N)=O)oc12	0.6	0.6	-11	7	-1	-1	-4	-16	-4
O=C(N/N=C/c1c[nH]c2ccccc12)c1ccc2c(c1)OCCO2	-1.3	2.4	5	3	6	-2	7	3	-9
CCC(C)(C)n1nnnc1C(c1ccccc1)N1CCN(Cc2ccccc2)CC1 (stereo not drawn)	-0.9	0.5	-9	-1	-6	-3	1	1	-5
NC(=O)C(=O)NN=C1CCC(c2ccccc2)CC1 (stereo not drawn)	-0.9	-0.9	-1	-1	-1	-10	-4	-10	-5
Cc1cc(NC(=O)C(C)SCC(=O)OC(C)C(=O)Nc2ccccc2C)no1 (stereo not drawn)	0.0	1.3	6	16	1	-6	-5	-8	-3
Cc1cc(C(=O)O)c(=O)[nH]c1C	-0.3	1.8	2	5	1	-10	-7	-14	-11
O=C(NNC(=O)c1sccc1-n1cccc1)c1ccc(F)cc1	-0.1	-1.2	7	9	2	-6	-6	6	-4
O=C(COc1ccccc1[N+](=O)[O-])Nc1cccc(Cl)c1N1CCOCC1	-0.3	5.9*	-6	11	-2	23	-10	8	-3
CCOc1ccc2c(c1)C(N(CCN1CCOCC1)C(=S)Nc1ccccc1OC)CC(C)(C)O2 (stereo not drawn)	-0.6	-1.4	-34	12	-2	10	-5	-7	-2
CCC(CC)NC(=O)Nc1ccc(C)cc1	5.1	0.3	-10	0	-1	-2	-10	0	-1
CC(C)c1ccc(NC(=O)Nc2cc3sccc3n2C)cc1	0.1	-0.3	-30	-15	2	1	-10	-18	-3
Cn1c2c(c(=O)n(C)c1=O)C(NS(=O)(=O)c1ccc(Cl)cc1)(C(F)(F)F)C(=O)N2 (stereo not drawn)	-2.5	0.7	-2	-13	3	-6	-1	2	-7
O=Cc1ccc(OC(=O)CCCCC(=O)Oc2ccc(C=O)cc2)cc1	0.0	1.6	-4	13	3	2	1	-6	0
Cc1cc(-c2nnc(CCC(=O)NC(Cc3ccccc3)c3ccccc3)o2)no1 (stereo not drawn)	-0.1	-0.3	8	0	-2	-2	0	-10	-1

2 compounds from above, showing only E coli Lon inh and MLLE-PAM2 inh:
SMILES	E coli Lon inh	MLLE-PAM2 inh
O=S(=O)(c1cccc(Cl)c1Cl)N1CCN(C(=S)NCCCN2CCOCC2)CC1	-2	-104
O=C(C1CCC(CNS(=O)(=O)c2ccc(F)cc2)CC1)N1CCOCC1 (stereo not drawn)	-2	6

Next part.
SMILES	Tb MetRS inh	MsrA inhibitor	MLLE-PAM2 inh	SKN-1 inh	MT1-MMP act inh	FAS-TE inh	E coli Lon inh	CendR NRP1 mod	bovine MsrA act
CCSc1cnn(-c2ccccc2)c(=O)c1SCC	-0.6	1.6	4	8	2	-7	-10	2	-2
CCN(CC)C(=O)CSc1nc2cc3c(cc2c(=O)n1Cc1ccc(OC)cc1)OCO3	0.1	1.7	-2	4	3	16	-1	3	-1
N#CCSc1ccccc1NC(=O)COc1ccc(-c2nnco2)cc1	-0.3	0.6	38	15	-52	-12	-78	-32	-1
CCOC(=O)C(NC(C)=O)C(=O)Nc1ccc(C(C)(C)C)cc1 (stereo not drawn)	-0.5	0.1	3	-1	1	-6	2	2	-4
COc1ccc(C(=O)OCC(N)=O)cc1[N+](=O)[O-]	-0.2	0.3	-16	7	12	-8	2	-14	-2
OCCNc1nc(-c2ccccc2)nc2ccccc12	-0.5	0.6	11	11	1	-2	4	6	-6
Cc1ccc(S(=O)(=O)Nc2ccc3cn[nH]c3c2)c(C)c1	-0.2	1.3	17	-7	4	0	-6	-6	-3
Cc1ccc(C2/C=C\CC(NC(=O)OCC3c4ccccc4-c4ccccc43)CC(=O)N2Cc2ccccc2)cc1 (stereo not drawn)	0.4	0.3	-37	-4	-10	16	-1	-26	-1
CCCCNC(=S)NCc1ccc2[nH]c(C)cc2c1	0.0	1.3	-59	-5	0	-4	-10	-3	-3

Compounds from the list above that contain an aryl methoxy group, in the order listed:
SMILES	Tb MetRS inh	MsrA inhibitor	MLLE-PAM2 inh	SKN-1 inh	MT1-MMP act inh	FAS-TE inh	E coli Lon inh	CendR NRP1 mod	bovine MsrA act
CCN(c1ccc(OC)cc1)S(=O)(=O)c1nnc(NC(=O)c2ccco2)s1	0.3	4.6*	2	16	0	-1	-8	-11	1
COc1cccc(NC(=O)Cc2ccc(C)cc2)c1	-0.6	-0.7	8	-11	2	0	6	-2	-1
COc1ccc(-c2cc(C(=O)Nc3ccc(S(N)(=O)=O)cc3)c3ccccc3n2)cc1OC	-1.9	1.6	4	-2	-1	-4	3	4	-12
COc1nnc(-c2ccc(N3CCOCC3)c(NC(=O)c3ccc(C)cc3)c2)c2ccccc12	0.0	-1.4	-5	8	-1	10	-1	1	-3
COc1ccc(CCNC(=O)CSc2ccc(-c3ccco3)nn2)cc1	-0.3	0.5	13	2	-5	0	8	9	-4
COc1ccc(NC(=O)C2CCN(C(=O)NCc3ccccc3)CC2)cc1	0.1	0.2	5	1	-1	-8	-5	-2	-10
COc1cccc2cc(C(N)=O)oc12	0.6	0.6	-11	7	-1	-1	-4	-16	-4
CCOc1ccc2c(c1)C(N(CCN1CCOCC1)C(=S)Nc1ccccc1OC)CC(C)(C)O2 (stereo not drawn)	-0.6	-1.4	-34	12	-2	10	-5	-7	-2
CCN(CC)C(=O)CSc1nc2cc3c(cc2c(=O)n1Cc1ccc(OC)cc1)OCO3	0.1	1.7	-2	4	3	16	-1	3	-1
COc1ccc(C(=O)OCC(N)=O)cc1[N+](=O)[O-]	-0.2	0.3	-16	7	12	-8	2	-14	-2

Screening data from PubChem BioAssay.
